# Screening results (PubChem)
# mHTT CaM bind: disrupts binding of mutant huntingtin to calmodulin | P42858 | AlphaScreen His-mHTT/GST-CaM binding, luminescence | AID 1671202 | 190,000 tested, 3.6% active | inhibition, % at 15 µM;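 note: 0% = both proteins with DMSO and 100% = one protein alone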
# Target sequence (P42858 whole entry, looked up, stated change not applied): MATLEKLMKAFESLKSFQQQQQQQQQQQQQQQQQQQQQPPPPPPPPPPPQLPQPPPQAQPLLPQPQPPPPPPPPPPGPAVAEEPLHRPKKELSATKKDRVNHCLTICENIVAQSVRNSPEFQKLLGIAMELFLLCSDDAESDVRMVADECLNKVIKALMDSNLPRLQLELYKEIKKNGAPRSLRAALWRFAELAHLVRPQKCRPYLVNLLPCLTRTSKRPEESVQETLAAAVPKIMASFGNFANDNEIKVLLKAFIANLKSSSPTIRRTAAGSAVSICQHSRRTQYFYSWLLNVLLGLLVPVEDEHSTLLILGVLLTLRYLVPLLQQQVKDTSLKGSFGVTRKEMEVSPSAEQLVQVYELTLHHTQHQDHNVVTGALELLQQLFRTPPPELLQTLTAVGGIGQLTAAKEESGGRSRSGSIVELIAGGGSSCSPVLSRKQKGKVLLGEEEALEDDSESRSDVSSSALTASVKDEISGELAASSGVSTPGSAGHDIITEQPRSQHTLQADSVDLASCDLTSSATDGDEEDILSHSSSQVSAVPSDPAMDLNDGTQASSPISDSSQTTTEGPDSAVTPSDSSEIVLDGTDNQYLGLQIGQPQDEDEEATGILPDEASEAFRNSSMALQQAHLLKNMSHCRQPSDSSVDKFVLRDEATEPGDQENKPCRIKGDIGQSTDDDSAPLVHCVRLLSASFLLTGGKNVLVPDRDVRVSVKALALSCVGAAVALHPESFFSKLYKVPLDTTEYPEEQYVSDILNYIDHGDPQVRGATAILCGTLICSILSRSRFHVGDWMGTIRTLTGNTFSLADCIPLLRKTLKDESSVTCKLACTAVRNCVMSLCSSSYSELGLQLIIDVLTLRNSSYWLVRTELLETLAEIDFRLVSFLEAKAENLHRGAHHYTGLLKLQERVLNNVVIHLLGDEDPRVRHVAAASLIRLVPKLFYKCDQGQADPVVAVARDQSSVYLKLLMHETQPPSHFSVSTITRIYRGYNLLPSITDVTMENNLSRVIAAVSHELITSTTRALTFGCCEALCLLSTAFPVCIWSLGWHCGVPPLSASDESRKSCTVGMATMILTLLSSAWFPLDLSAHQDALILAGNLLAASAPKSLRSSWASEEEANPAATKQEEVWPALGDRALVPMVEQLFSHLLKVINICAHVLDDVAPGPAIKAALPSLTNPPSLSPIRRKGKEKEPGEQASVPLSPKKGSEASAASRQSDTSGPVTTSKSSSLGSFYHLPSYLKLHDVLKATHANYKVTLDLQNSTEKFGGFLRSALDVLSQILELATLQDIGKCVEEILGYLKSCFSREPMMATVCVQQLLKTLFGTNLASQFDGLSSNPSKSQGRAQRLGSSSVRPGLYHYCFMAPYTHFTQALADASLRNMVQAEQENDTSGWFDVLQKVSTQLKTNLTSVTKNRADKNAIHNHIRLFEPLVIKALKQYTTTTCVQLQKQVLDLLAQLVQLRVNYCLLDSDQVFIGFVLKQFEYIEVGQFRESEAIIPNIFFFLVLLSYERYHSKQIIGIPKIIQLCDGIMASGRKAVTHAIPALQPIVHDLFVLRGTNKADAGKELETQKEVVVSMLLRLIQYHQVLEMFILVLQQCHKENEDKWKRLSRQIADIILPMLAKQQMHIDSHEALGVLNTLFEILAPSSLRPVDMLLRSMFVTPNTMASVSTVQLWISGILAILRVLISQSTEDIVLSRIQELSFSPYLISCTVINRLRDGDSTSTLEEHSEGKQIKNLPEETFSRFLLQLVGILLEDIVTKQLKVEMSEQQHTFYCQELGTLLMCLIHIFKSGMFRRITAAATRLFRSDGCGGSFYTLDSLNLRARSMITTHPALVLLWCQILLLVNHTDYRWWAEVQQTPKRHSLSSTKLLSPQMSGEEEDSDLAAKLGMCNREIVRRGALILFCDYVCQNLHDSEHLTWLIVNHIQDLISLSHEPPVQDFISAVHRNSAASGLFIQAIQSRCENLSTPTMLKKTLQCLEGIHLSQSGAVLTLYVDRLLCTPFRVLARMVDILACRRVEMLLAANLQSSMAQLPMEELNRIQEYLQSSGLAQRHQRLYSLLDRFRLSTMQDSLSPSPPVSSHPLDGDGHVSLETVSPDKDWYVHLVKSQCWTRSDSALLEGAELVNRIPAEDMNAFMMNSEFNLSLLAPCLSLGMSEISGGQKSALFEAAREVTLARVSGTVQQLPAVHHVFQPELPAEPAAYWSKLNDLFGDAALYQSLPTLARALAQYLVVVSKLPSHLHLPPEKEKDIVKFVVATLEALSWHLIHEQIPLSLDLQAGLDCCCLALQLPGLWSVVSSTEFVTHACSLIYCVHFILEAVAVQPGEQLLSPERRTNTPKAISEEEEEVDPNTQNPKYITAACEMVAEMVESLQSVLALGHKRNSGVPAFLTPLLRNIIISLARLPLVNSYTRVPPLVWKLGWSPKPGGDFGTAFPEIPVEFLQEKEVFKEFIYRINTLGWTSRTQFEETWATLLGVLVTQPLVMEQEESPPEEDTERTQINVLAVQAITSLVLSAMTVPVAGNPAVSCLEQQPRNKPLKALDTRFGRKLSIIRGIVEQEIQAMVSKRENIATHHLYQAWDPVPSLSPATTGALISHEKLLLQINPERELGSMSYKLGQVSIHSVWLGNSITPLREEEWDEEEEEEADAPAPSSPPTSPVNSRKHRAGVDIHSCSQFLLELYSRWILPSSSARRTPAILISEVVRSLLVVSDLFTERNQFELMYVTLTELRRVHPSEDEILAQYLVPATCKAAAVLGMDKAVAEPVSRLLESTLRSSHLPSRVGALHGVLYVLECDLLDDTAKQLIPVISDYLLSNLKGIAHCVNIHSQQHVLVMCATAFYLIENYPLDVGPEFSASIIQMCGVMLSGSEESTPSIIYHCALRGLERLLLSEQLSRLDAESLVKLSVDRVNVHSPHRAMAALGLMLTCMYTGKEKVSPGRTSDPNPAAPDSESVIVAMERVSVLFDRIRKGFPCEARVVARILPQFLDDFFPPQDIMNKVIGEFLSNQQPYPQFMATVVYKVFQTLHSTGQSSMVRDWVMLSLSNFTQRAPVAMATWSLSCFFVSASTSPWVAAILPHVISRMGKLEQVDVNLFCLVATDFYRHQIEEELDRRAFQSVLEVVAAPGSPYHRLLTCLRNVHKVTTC
# Pf apPOL inh: Pf-apPOL DNA polymerase inhibition | Recombinant Pf-apPOL, molecular beacon fluorescence, 1.5 h | AID 1794808 | 210,000 tested, 0.25% active | inhibition, % at 10 µM
# The depositor's hits bear a star; i = inactive; . = not tested or not shown; + = active, no number; & = joins results of further samples. Cut-off read from the data, not from the text of the source: active = inhibition above about 50%; inactive = the rest.
1: Nc1nonc1/C(=N\O)N1CCN(c2ccc(Cl)cc2[N+](=O)[O-])CC1
2: Cc1ccc(N(C(=O)c2cc([N+](=O)[O-])cc([N+](=O)[O-])c2)C2C=CS(=O)(=O)C2)cc1 (stereo not drawn)
3: COc1ccc(C(C)=O)cc1CSc1ccccn1
4: Cc1cccc(C)c1Nc1c(-c2ccccn2)nc2ncccn12
5: NC(=O)N/N=C/c1ccc(N)o1
6: COc1ccc(C2=NC3(CCN(Cc4ccccc4Cl)CC3)NC2=O)cc1

entry no.,1,2,3,4,5,6
mHTT CaM bind,+,.,.,100*,i,14
Pf apPOL inh,-8,-2&-1,-8&-2,1,.,-5

# Reformatted as labelled records: 2 of the compounds above.
(2) Cc1ccc(N(C(=O)c2cc([N+](=O)[O-])cc([N+](=O)[O-])c2)C2C=CS(=O)(=O)C2)cc1 (stereo not drawn)
  mHTT CaM bind: .; Pf apPOL inh: -2&-1
(3) COc1ccc(C(C)=O)cc1CSc1ccccn1
  mHTT CaM bind: .; Pf apPOL inh: -8&-2

# Continued.
7: N#Cc1c(-c2ccccc2)cc(-c2ccc(Cl)cc2)c(C#N)c1N
8: O=C(c1cccs1)n1ccc(C(F)(F)F)n1
9: O=C(NC1CCCC1)C1c2ccccc2C(=O)N1CCc1ccccc1 (stereo not drawn)
10: O=C(c1ccccc1)N1CCCCC1c1nncn1Cc1ccccc1 (stereo not drawn)
11: CCOc1cccc(C(=O)Nc2ccc(-c3nc4ccccc4[nH]3)cc2)c1
12: Cc1ccc(-n2cc(-c3ccc4c(c3)OCO4)[nH]c2=O)cc1F

entry no.,7,8,9,10,11,12
mHTT CaM bind,-9,.,22,-3,-5,38
Pf apPOL inh,-4,-6,-6,1,-5,-7

13: Cc1c(NC(=O)CSc2nc3ccccc3c(=O)n2C)c(=O)n(-c2ccccc2)n1C
14: Cc1oc(C2CCN(C(=O)Cc3cccs3)CC2)nc1C(=O)N1CCOCC1
15: CCc1ccccc1NC(=O)N1CCC(n2cnc3ccc(Cl)cc3c2=O)CC1
16: O=C(c1ccccc1)c1ccc(N2C(=O)c3ccc(Cl)cc3C2=O)cc1
17: COc1ccccc1NC(=O)C(=O)NCCO
18: Cc1ccc(Nc2nccc(C3CCCN(C(=O)c4ccc(C#N)cc4)C3)n2)cc1 (stereo not drawn)

entry no.,13,14,15,16,17,18
mHTT CaM bind,1,-1,3,-2,-6,25
Pf apPOL inh,3,-6,1,-1,-3,-6

# One compound at a time (already shown). Values in the order: mHTT CaM bind | Pf apPOL inh
# `Cc1cccc(C)c1Nc1c(-c2ccccn2)nc2ncccn12` across the screens: 100* | 1
# `O=C(c1ccccc1)c1ccc(N2C(=O)c3ccc(Cl)cc3C2=O)cc1` across the screens: -2 | -1
# `COc1ccc(C2=NC3(CCN(Cc4ccccc4Cl)CC3)NC2=O)cc1` across the screens: 14 | -5
# `O=C(NC1CCCC1)C1c2ccccc2C(=O)N1CCc1ccccc1` (stereo not drawn) across the screens: 22 | -6
# `Nc1nonc1/C(=N\O)N1CCN(c2ccc(Cl)cc2[N+](=O)[O-])CC1` across the screens: + | -8

# Carrying on.
19: O=C(NCC1CCN(Cc2cccs2)CC1)c1c(F)cccc1Cl
20: O=C(NCCn1nc(-c2ccco2)ccc1=O)C1COCC(=O)N1Cc1ccccc1 (stereo not drawn)
21: Cc1ccc(-c2cc3c(N4CCC(C(=O)NCc5ccncc5)CC4)nccn3n2)cc1C
22: Cc1cccc(NC(=O)CSc2nc(N)cc(N)n2)c1
23: O=C(Nc1ccccc1F)C1CCCN(c2nnc3c(Cl)cccn23)C1 (stereo not drawn)
24: O=C(C1CCN(c2cnc(N3CCCCC3)nc2)CC1)N1CCCCCC1

entry no.,19,20,21,22,23,24
mHTT CaM bind,-4,15,45,-2,0,6
Pf apPOL inh,-1,6,-6,0,0,-2

# As entered above:
# entry 23 in Pf apPOL inh shows 0
# entry 19 in Pf apPOL inh shows -1

# Carrying on:
25: O=C(Nc1c2c(nn1-c1ccc(F)cc1)CSC2)c1cc2ccccc2oc1=O
26: Cc1cccc(-c2nc(C3CCN(S(=O)(=O)c4ccc(F)c(Cl)c4)CC3)no2)c1
27: COc1ccc(C(=O)Nc2cccc(-c3nc4ncccc4o3)c2C)cc1[N+](=O)[O-]
28: CCOc1ccc(NC(=O)c2cc3n(n2)CCCN(Cc2ccc(F)cc2)C3=O)cc1
29: CCN(CC)S(=O)(=O)c1ccc(OC)c(NC(=O)Cc2ccc(Br)cc2)c1
30: CCCCn1c(Oc2ccc(F)cc2)nc2c1c(=O)n(C)c(=O)n2C

entry no.,25,26,27,28,29,30
mHTT CaM bind,-3,-4,22,0,-6,-5
Pf apPOL inh,-3,-4,-1,2,-2,-2

31: COc1ccc(C2=N/C(=C\c3sccc3C)C(=O)O2)cc1[N+](=O)[O-]
32: Cc1oc(-c2ccc(Cl)cc2)cc1C(=O)ON=C(N)Cc1nc2cccnc2n1C1CC1
33: Cc1ccc(NC(=O)C(=O)NCCCn2ccnc2)cc1F
34: COc1ccc(N2C(=O)CCC(C(=O)NCc3ccccn3)C2c2ccc(F)cc2)cc1 (stereo not drawn)
35: N#Cc1nc2c(C#N)c(N)n(Cc3ccco3)c2nc1C#N
36: COc1ccccc1C1C=C(c2ccc(F)cc2)Nc2ncnn21 (stereo not drawn)

entry no.,31,32,33,34,35,36
mHTT CaM bind,8,.,17,6,-10,10
Pf apPOL inh,3,-16,-8,-6,3,-5

37: CCN(CC)C(=O)C1(S(=O)(=O)c2ccc(Cl)cc2)CC1
38: NS(=O)(=O)c1ccc(CCNC(=O)CCCCCn2nnc3ccccc3c2=O)cc1
39: COc1ccc(NC(=O)CN2CCC(C(=O)O)CC2)c(OC)c1
40: C=CCn1c(SCC(=O)NCCc2ccc(OC)c(OC)c2)nnc1-c1cccnc1
41: Cc1ccc(-c2nc(C=Nc3cc(Cl)ccc3C)c(O)o2)cc1
42: CC1=C(C(=O)NCCCN2CCN(c3ccc(F)cc3)CC2)C2(CCCCC2)OC1=O

entry no.,37,38,39,40,41,42
mHTT CaM bind,2,18,-12,1,-1,4
Pf apPOL inh,0,-3,-6,-1,-2,0

43: CCOc1ccccc1NC(=O)N1CCCC1c1cc(C(C)C)no1 (stereo not drawn)
44: CC(C)c1ccc2oc(-c3ccc(NC(=O)c4ccccc4[N+](=O)[O-])cc3)nc2c1
45: COc1ccc2c(c1)CC(CNC(=O)c1ccccc1)O2 (stereo not drawn)
46: CCOc1cc(C(=O)NCCc2ccc(OC)c(OC)c2)cc(OCC)c1OCC
47: C=CCOc1ccc(C=C2SC(=S)N(C(CCC(=O)O)C(=O)O)C2=O)cc1 (stereo not drawn)
48: Cc1ccc(S(=O)(=O)N2CCC(=O)N([C@H](COCc3cccc(Cl)c3)Cc3ccccc3)CC2)cc1

entry no.,43,44,45,46,47,48
mHTT CaM bind,-2,12,-4,-2,8,20
Pf apPOL inh,1,-6,-5,-1,-2,-5

49: Cc1cccc(C)c1N(C)S(=O)(=O)c1ccc2[nH]cc(C(=O)NCc3ccccn3)c(=O)c2c1
50: COCCNC(=O)c1cccc(-c2nc(-c3ccc(F)cc3)no2)c1
51: Cc1cc(C(=O)Nc2ccc3c(c2)OCCO3)co1
52: COc1ccccc1NC(=O)C1=C(C)NC(=O)NC1c1ccccc1Cl (stereo not drawn)
53: COc1ccc(C2SCC(=O)N2CCc2ccccc2)cc1 (stereo not drawn)
54: Cc1ccc(Cl)cc1NC(=O)C(C)N(c1ccccc1)S(C)(=O)=O (stereo not drawn)

entry no.,49,50,51,52,53,54
mHTT CaM bind,34,-8,7,-1,-10,-5
Pf apPOL inh,-12,-3,-11,2,-5,4

# The closing 4 compounds of the section above are carried over, then new ones follow.
51: Cc1cc(C(=O)Nc2ccc3c(c2)OCCO3)co1
52: COc1ccccc1NC(=O)C1=C(C)NC(=O)NC1c1ccccc1Cl (stereo not drawn)
53: COc1ccc(C2SCC(=O)N2CCc2ccccc2)cc1 (stereo not drawn)
54: Cc1ccc(Cl)cc1NC(=O)C(C)N(c1ccccc1)S(C)(=O)=O (stereo not drawn)
55: CCC(=O)N1CCc2sc(S(=O)(=O)NCc3cccc(C)c3)cc2C1
56: CC1CCCN(Cc2cccc([N+](=O)[O-])c2)C1 (stereo not drawn)
57: Cc1ccc(C(=O)N(C)Cc2ccccc2)cc1
58: Cc1ccc(C(=O)NC(C)C(=O)N2CCCc3ccccc32)c(C)c1 (stereo not drawn)
59: O=C(NCc1csc(C2CCN(C(=O)c3ccccc3F)CC2)n1)C1CCC1
60: NS(=O)(=O)c1ccc(NC(NC(=O)c2cccc([N+](=O)[O-])c2)C(Cl)(Cl)Cl)cc1 (stereo not drawn)

entry no.,51,52,53,54,55,56,57,58,59,60
mHTT CaM bind,7,-1,-10,-5,0,1,-8,-4,-2,29
Pf apPOL inh,-11,2,-5,4,-3,-1,3,4,-2,-4

61: CCOc1cc(C2C3=C(CC(C)(C)CC3=O)Nc3ncnn32)ccc1OC(F)F (stereo not drawn)
62: Cc1c(-c2cc(C(=O)O)no2)cnn1C
63: CCC(=O)Nc1ccccc1-c1ccccc1NC(=O)CC
64: COC(=O)NCC1CCN(C(=O)Nc2ccccc2OC)CC1
65: Cn1nc(C(=O)NCc2ccc(Cl)cc2)c2c1CCN(C(=O)c1cccs1)C2
66: Cc1cc(NC(=O)N2CCC3(CC2)CC(=O)c2ccccc2O3)ccc1Br

entry no.,61,62,63,64,65,66
mHTT CaM bind,-4,-1,0,-8,6,1
Pf apPOL inh,-8,.,-9,-2,1,-4

67: COc1ccc(C2C(C(=O)NCCC3=CCCCC3)c3ccccc3C(=O)N2C)cc1 (stereo not drawn)
68: Cc1ccc(C)c(CN2C(=O)NC3(CCN(C(=O)Cc4cccc(F)c4)CC3)C2=O)c1
69: COc1ccc2[nH]c(-c3cccc(F)c3)cc(=O)c2c1
70: CC(C)C[C@@H]1COc2cc(F)ccc2S(=O)(=O)N1
71: CCOCCCNC(=O)Cc1cn(C)c2ccccc12
72: NC(=O)CCn1c(COc2ccc(Cl)cc2Cl)nc2ccccc21

entry no.,67,68,69,70,71,72
mHTT CaM bind,5,25,4,-12,2,-3
Pf apPOL inh,0,-5,-2,-4,0,0

73: Cc1sc(-c2ccncc2)nc1-c1c[nH]c2ccccc12
74: CCOc1ccc(NC(=O)c2ccc(C)o2)cc1
75: Cc1cccc(OCC(=O)Nc2c(C)cccc2C)c1
76: O=C(CC1Nc2ccccc2NC1=O)Nc1ccc(Br)cc1 (stereo not drawn)
77: COc1ccc(C(=O)Nc2sc(Cc3ccccc3)c(C)c2C(N)=O)cc1Br
78: Cn1cc([N+](=O)[O-])c(C(=O)Nc2cc(Cl)ccc2Cl)n1

entry no.,73,74,75,76,77,78
mHTT CaM bind,6,3,-5,-7,14,-2
Pf apPOL inh,-1,-3,-5,-5,-1,-4

79: CCCCNC(=O)c1cc(S(=O)(=O)N2CC(C)CC(C)C2)ccc1F (stereo not drawn)
80: Cc1oc(C(=O)O)cc(=O)c1C
81: Cc1cccn2c(=O)c3cc(C(=O)N4CCN(C)CC4)c(=N)n(Cc4ccco4)c3nc12
82: O=C(Nc1ccc(Cl)cc1)c1cc(Cl)ccc1NS(=O)(=O)c1cccc2nsnc12
83: COc1ccc(CNC(=O)CN(c2ccc(C)c(Cl)c2)S(C)(=O)=O)cc1
84: N#C/C(=C\C=C\c1ccccc1)c1ccc([N+](=O)[O-])cc1

entry no.,79,80,81,82,83,84
mHTT CaM bind,-2,.,-1,32,12,44
Pf apPOL inh,0,13,-8,-4,-2,3

85: CC1=C(C(=O)Nc2ccc(F)cc2)C(c2cccnc2)C2=C(CC(C)(C)CC2=O)N1 (stereo not drawn)
86: CC(C)c1ccc(C2Nc3ccccc3NC3=C2C(=O)CC(c2cccs2)C3)cc1 (stereo not drawn)
87: CCCc1ncc(C(O)c2ccc(OC)cc2)n1C (stereo not drawn)
88: Cc1nc(C(=O)NCc2cccc(Cl)c2)c(C)o1
89: CCN(CCNC(=O)CC1CCN(c2ccnc(OC)n2)CC1)Cc1ccccc1
90: Cc1ccc(S(=O)(=O)N2CCCCCC2)cc1C

entry no.,85,86,87,88,89,90
mHTT CaM bind,2,50,-1&-5,-9,5,-20
Pf apPOL inh,-6,-11,1&-2,-4,-1,0

91: O=C(Nc1ccccc1C(=O)O)c1cccc(NC(=O)c2ccccc2Br)c1
92: Cc1ccc(N(CC(=O)Nc2ccc(F)cc2F)S(C)(=O)=O)cc1C
93: NC(=O)CNC(=O)c1cccc(Cl)c1
94: Cc1ccccc1CNC(=O)c1cc2n(n1)CCCN(Cc1cccc(F)c1)C2=O
95: O=C(C1CCN(c2nnc(-c3ccccc3)o2)CC1)N1CCOCC1
96: O=C(Nc1cccc(C(F)(F)F)c1)N1CCC(N2CCN(Cc3ccccc3)C2=O)CC1
97: Cn1ncc(N2CCCC(C(=O)NCC3CCCCC3)C2)cc1=O (stereo not drawn)
98: CCC(=O)Nc1c(-c2ccc(C(C)(C)C)cc2)n[nH]c1C
99: N#Cc1cnc2cc(-c3ccccc3)nn2c1N

entry no.,91,92,93,94,95,96,97,98,99
mHTT CaM bind,7,0,.,-2,-5,-5,-2,13,.
Pf apPOL inh,2,8,-8,0,-1,-4,3,-2,-2&1
